aSyn tox rescue – qHTS of alpha-syn Inhibitors: NCGC Sytravon Library Screen | S. cerevisiae alpha-synuclein toxicity rescue, BacTiter-Glo growth, 24 h | Potency, µM (doses to about 46.1 µM), for the others: at the highest dose growth rescue (activation), hits mostly activators | 0.02% of 94,000 active | AID 1347070, 2019; active = well fitted activation curve with a large enough effect; note: 0% is about no effect
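Growth restoration measured by BacTiter-Glo luminescence after 24 hr at 30 deg C; alpha-synuclein yeast, raffinose-pregrown to mid-log, were added at OD600=0.02 in galactose medium onto pinned compounds.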
* marks the source's active call; other numbers are inactive results. Potency is the fitted concentration of half-maximal effect. Not all compounds are listed; count on the stated rates, not on these rows.

SMILES	aSyn tox rescue
CCOc1ccccc1C(=O)NC1(C(F)(F)F)C(=O)Nc2c1c(=O)[nH]c(=O)n2-c1ccccc1 (stereo not given)	3.5%
CCOC(=O)c1cc(-c2ccccc2)n(CCC(=O)NCCc2ccc(C)cc2)c1C	7.0%
Cc1ccnc(NC(=O)CCS(=O)(=O)c2ccccc2)c1	3.3%
Nn1c(SCC(=O)Nc2nccs2)nnc1-c1ccccn1	-3.4%
O=C(C1=NNCC1c1ccccc1)C1OC1c1ccccc1 (stereo not given)	-21.3%
O=C(CCC(=O)N1CC2CCCN2c2ccccc21)NCc1ccccc1Cl (stereo not given)	-4.0%
COc1cccc(CNC(=O)Cc2c(C)c3ccc(OC)c(C)c3oc2=O)c1	6.8%
CCOc1ccc(C(=O)N2CCC(c3noc(-c4ccc(S(=O)(=O)N5CCCC5)cc4)n3)CC2)cc1	-5.3%
O=C(Nc1ccc(OCc2cc(=O)n3c4c(sc3n2)CCCC4)cc1)c1cccc(F)c1	2.7%
CC1=C(C(=O)N(C)C)CC(CC(=O)NC2CCCCC2)C(=O)N1Cc1ccccc1 (stereo not given)	-5.0%
O=C(O)c1ccc(N/N=C/C2=C(N3CCOCC3)C(=C\c3ccccc3)/CC2)cc1	16.5%
O=C(O)c1c(-c2ccccc2)cnc2ccccc12	-0.2%
CCOc1ccc(-n2c(SCC(=O)N3CCCc4ccccc43)nc3c([nH]c4ccccc43)c2=O)cc1	-6.2%
COc1cccc(NC(=O)N(CCC(C)C)C2CCN(C(C)C)CC2)c1	0.5%
Cc1ccc(C)c(SCC(=O)NNC(=O)c2ccccc2)c1	14.8%
COc1cc(OC)cc(-c2nnc(SCC(=O)N3CCC(C)CC3)o2)c1	16.6%
O=C(c1nc(SCc2ccc([N+](=O)[O-])cc2)n2ccccc12)C(F)(F)F	10.9%
O=C(O)c1ccccc1-c1cn2cc(Cl)ccc2n1	-14.1%
Cc1c(Cl)cccc1NC(=O)Nc1nnc(N(C)Cc2ccccc2)s1	-5.7%
CC(C)COc1ccc(C(=O)N2CCN(CCc3ccncc3)CC2)cc1	3.8%
Cc1ccc(-n2c(=O)c3ccc(C(=O)NCc4ccco4)cc3n(Cc3ccccc3C#N)c2=O)cc1	-10.0%
CC1CCC(NC(=O)c2cccc(S(=O)(=O)N3CCN(c4ccc(F)cc4)CC3)c2)CC1 (stereo not given)	2.3%
COc1ccc(C2c3ccc(O)cc3Oc3ncn4nc(-c5ccccn5)nc4c32)cc1OC (stereo not given)	-2.5%
COc1ccc(C2CC(=O)c3cc(-c4nc(-c5cccc([N+](=O)[O-])c5)cs4)c(=O)n(-c4cc(C)cc(C)c4)c3C2)cc1 (stereo not given)	-9.4%
C=CCOc1ccc(/C=N/NC(=O)C(=O)N2CCCCCC2)cc1OC	1.3%
CC1CCCCN1C(=O)c1ccc2c(c1)N(Cc1ccc(F)cc1)C(=O)c1ccccc1S2(=O)=O (stereo not given)	-3.8%
Cc1ccc(C)c(NC(=O)CN(CCc2ccccc2)S(=O)(=O)c2ccccc2)c1	8.9%
Cc1cccc(N2CCN(C(=O)Cn3nc(Cc4cccnc4)c4ccccc4c3=O)CC2)c1C	-0.1%
O=C(CN1C(=O)NC2(CCc3ccccc32)C1=O)c1c[nH]c2ccccc12 (stereo not given)	2.2%
Cc1cccc(S(=O)(=O)c2cn(Cc3ccccc3)c3cc(N4CCOCC4)c(F)cc3c2=O)c1	8.3%
COC(=O)c1sccc1NC(=O)C1CC1	-4.7%
COc1ccc(-c2cc(C(C)=O)c(C)n2CCC(=O)Nc2ccc(C)c(Cl)c2)cc1	-5.6%
Cc1ccc(C)c(N2CCN(C(=O)C3CCCN(S(=O)(=O)c4ccc5c(c4)oc(=O)n5C)C3)CC2)c1 (stereo not given)	0.3%
Cn1c(=O)c2c(SCC(=O)Nc3nccs3)nc(C3CC3)nc2n(C)c1=O	-1.1%
CC1CCCCC1NC(=O)c1cccc(S(=O)(=O)N2CCN(Cc3ccccc3)CC2)c1 (stereo not given)	-1.6%
C[C@@H](NC(=O)c1[nH]cnc1C(=O)Nc1ccccc1F)c1ccccc1	-7.7%
Cc1cccc(CN(C)C[C@@H]2OCc3cnnn3CCCC(=O)N([C@@H](C)CO)C[C@H]2C)c1	0.9%
CC1CCCN(Cc2c(O)ccc3c(=O)c(Oc4ccccc4Cl)c(C(F)(F)F)oc23)C1 (stereo not given)	0.8%
Oc1c(Br)cc(Br)cc1C=Nc1cccnc1	-11.7%
Cc1coc2cc3oc(=O)c(CC(=O)NCc4ccccc4)c(C)c3cc12	4.4%
O=C(Cn1c(=O)nc(-c2ccccc2)c2cc(Cl)ccc21)Nc1ccc(F)c(Cl)c1	-6.1%
NS(=O)(=O)c1ccc(CCNC(=O)CCn2c(=O)c3cccn3c3cccnc32)cc1	0.1%
COc1ccccc1Nc1ncc2c(n1)CCN(CC(C)C)C2	-7.1%
CC1CCCCN1C(=O)CSc1nnc(-c2ccccc2Cl)o1 (stereo not given)	1.0%
CC(C)NC(=O)CSc1nc2ccccc2nc1N1CCCCC1	1.4%
COc1ccc(NC(=O)Cn2cnc3sc(C)c(S(=O)(=O)N4CCOCC4)c3c2=O)c(OC)c1	-4.1%
COCCCN1C(=O)C(CC(=O)NC(c2ccccc2)c2ccccc2)CC(C(=O)N(C)C)=C1C (stereo not given)	1.5%
COc1ccc(CCNC(=O)C(=O)NCC2CCCN2S(=O)(=O)c2cccs2)cc1OC (stereo not given)	8.9%
O=C(COC(=O)c1ccc(N2CCCC2=O)cc1)c1ccc(OC(F)F)cc1	-1.0%
O=C(NCC1CCCN1S(=O)(=O)c1cccs1)c1cccc(F)c1 (stereo not given)	-3.4%

More structures:
SMILES	aSyn tox rescue
Cn1c(=O)c2c(nc(NCc3ccccc3)n2CC(N)=O)n(C)c1=O	-4.2%
CCCCN1C(=O)C(NC(=O)c2ccc(C(C)(C)C)cc2)(C(F)(F)F)C(C(=O)OC)=C1C (stereo not given)	2.7%
CCCCC(=O)Nc1ccccc1CC	-8.5%
CSCCC(NS(=O)(=O)c1ccc2c(c1)oc(=O)n2C)C(=O)NC1CCC(C)CC1 (stereo not given)	-3.6%
COc1ccc(Br)cc1CNC(=O)c1ccc2c(c1)nc1n2CCC(C)C1 (stereo not given)	-0.1%
COc1ccc(-c2cn(-c3ccc(SC(F)F)cc3)c3[n+]2CCC3)cc1OC	-6.9%
CC(CNC(=O)C1CCN(Cc2cc3ccccc3n2Cc2ccccc2)CC1)c1ccccc1 (stereo not given)	-1.4%
CCN(CC)S(=O)(=O)c1ccc(/C=C/C(=O)Nc2ccccc2N2CCOCC2)cc1	0.7%
COCC1CCCN(Cc2nc(Cc3ccccc3)no2)C1 (stereo not given)	3.0%
NS(=O)(=O)c1ccc(CCNC(=O)Cc2ccc(S(=O)(=O)N3CCCC3)s2)cc1	-3.6%

The final 4 compounds of the part before lead into the next.
SMILES	aSyn tox rescue
CC(CNC(=O)C1CCN(Cc2cc3ccccc3n2Cc2ccccc2)CC1)c1ccccc1 (stereo not given)	-1.4%
CCN(CC)S(=O)(=O)c1ccc(/C=C/C(=O)Nc2ccccc2N2CCOCC2)cc1	0.7%
COCC1CCCN(Cc2nc(Cc3ccccc3)no2)C1 (stereo not given)	3.0%
NS(=O)(=O)c1ccc(CCNC(=O)Cc2ccc(S(=O)(=O)N3CCCC3)s2)cc1	-3.6%
N#Cc1c(-c2ccc(Cl)cc2)cc(-c2cccs2)nc1SCC(=O)O	5.9%
CCN(CC)c1nc2c(-c3cccc(Br)c3)nnn2c2ccccc12	2.9%
COc1ccccc1CNC(=O)c1ccc2c(c1)nc(C)n2-c1ccccc1OC	-13.2%
CC(NC(=O)c1ccco1)c1nc(-c2ccc(C(C)(C)C)cc2)no1 (stereo not given)	11.1%
COc1cc(NC(=O)c2cc3ccc4cccnc4c3[nH]2)cc(OC)c1OC	-11.5%
COc1cccc(CC(=O)Nc2nc(-c3ccc(OC)c(OC)c3)cs2)c1	-1.1%
Cc1csc(SC(C)c2nc3scc(-c4ccccc4)c3c(=O)[nH]2)n1 (stereo not given)	6.6%
COc1ccc(-c2oc3ncn4nc(-c5ccc(Cl)cc5)nc4c3c2-c2ccc(OC)cc2)cc1	-3.8%
CCN1CCN(C(=O)c2ccc(CN(c3ccc(C)c(C)c3)S(C)(=O)=O)cc2)CC1	-0.3%
C/C(NCCc1ccc(O)cc1)=C1/CCOC1=O	6.6%
CC(C)(C)c1ccc(OCCCC(=O)Nc2nnc(C3CC3)s2)cc1	12.0%
COc1ccc(OC)c(CNC(=O)c2ccc3nc(C(C)C)oc3c2)c1	0.2%
COc1ccc(C2CC(c3cccs3)=NN2c2nc(C)c(C(C)=O)s2)cc1OC (stereo not given)	16.7%
Cc1cc(C)c(NC(=O)C(=O)NCC(c2cccnc2)N2CCN(c3ccccc3F)CC2)c(C)c1 (stereo not given)	2.4%
CCNS(=O)(=O)c1ccc(CCC(=O)NCc2ccc(C)cc2)cc1	-10.0%
COc1ccc(N2CCN(C(=O)c3noc4c3CCCCC4)CC2)cc1	-17.1%
CN(CC(=O)Nc1ccc(F)cc1)C(=O)CN1C(=O)NC(CCc2ccccc2)C1=O (stereo not given)	9.8%
O=C(CCC1N=C2c3ccccc3N=C(SCc3ccccc3Cl)N2C1=O)NCc1cccs1 (stereo not given)	7.3%
NC(=O)c1cc(Cl)ccc1OCC(=O)N1CCCc2ccccc21	6.0%
O=C(CCS(=O)(=O)c1nc(-c2cccs2)cc(C(F)(F)F)n1)Nc1ccc(F)c(Cl)c1	-1.1%

Four records drawn at random from those above:
SMILES	aSyn tox rescue
COc1ccc(OC)c(CNC(=O)c2ccc3nc(C(C)C)oc3c2)c1	0.2%
CCCCN1C(=O)C(NC(=O)c2ccc(C(C)(C)C)cc2)(C(F)(F)F)C(C(=O)OC)=C1C (stereo not given)	2.7%
O=C(CCS(=O)(=O)c1nc(-c2cccs2)cc(C(F)(F)F)n1)Nc1ccc(F)c(Cl)c1	-1.1%
Oc1c(Br)cc(Br)cc1C=Nc1cccnc1	-11.7%

Next section:
SMILES	aSyn tox rescue
CC(NC(=O)c1cc(Br)ccc1Cl)c1ccccc1 (stereo not given)	5.7%
CCc1ccc(NC(=O)c2cc3nc(-c4ccc(C)cc4)cc(C(F)(F)F)n3n2)cc1	2.8%
COc1ccc2nc(SCC(=O)Nc3cc(C)on3)c(C#N)cc2c1	-2.0%
O=C(c1cc2c(Cl)nc3ccccc3c2s1)N1CCCCC1	-0.7%
CCc1cccc(C)c1NC(=O)CCn1c(=O)c2cccn2c2ccccc21	5.6%
CCc1ccc(C(=O)NNC(=O)c2c(CC)noc2C)cc1	5.5%
Cc1c(C2=CCN(S(=O)(=O)c3cccc(Cl)c3)CC2)c2ccccc2n1CC(=O)N1CCCC1	3.4%
O=[N+]([O-])c1cccc(/C=C2\CCc3cnn(C4CCS(=O)(=O)C4)c32)c1 (stereo not given)	-2.2%
Cc1ccc(C)c(S(=O)(=O)N(C)C2(C)CCS(=O)(=O)C2)c1 (stereo not given)	3.0%
CN1CC(=O)N(CC(=O)Nc2ccc(Cl)c(C(F)(F)F)c2)c2ccccc2C1=O	-7.5%

Continued (five carried over from the part before).
SMILES	aSyn tox rescue
CCc1ccc(C(=O)NNC(=O)c2c(CC)noc2C)cc1	5.5%
Cc1c(C2=CCN(S(=O)(=O)c3cccc(Cl)c3)CC2)c2ccccc2n1CC(=O)N1CCCC1	3.4%
O=[N+]([O-])c1cccc(/C=C2\CCc3cnn(C4CCS(=O)(=O)C4)c32)c1 (stereo not given)	-2.2%
Cc1ccc(C)c(S(=O)(=O)N(C)C2(C)CCS(=O)(=O)C2)c1 (stereo not given)	3.0%
CN1CC(=O)N(CC(=O)Nc2ccc(Cl)c(C(F)(F)F)c2)c2ccccc2C1=O	-7.5%
Cc1ccc(N2C(=O)N(CC(=O)Nc3ccc(F)c(F)c3)C(=O)C2C)cc1 (stereo not given)	2.3%
CC1CCCCN1C(=O)COC(=O)C1CCN(S(=O)(=O)c2ccc3c(c2)OCCO3)CC1 (stereo not given)	-9.9%
C=CCN1C(=O)CN=C1Nc1ccc(F)cc1	-4.1%
CC1(C)CC(=O)c2sc(NC(=O)CCS(=O)(=O)c3ccccc3)nc2C1	0.9%
CC1=C(C(=O)Nc2ccc(F)cc2)C(c2ccc(N(C)C)cc2)NC(=O)N1 (stereo not given)	-3.4%
CN(C)CCCNc1cc(N2CCN(C3CCCCC3)CC2)c2noc3c2c1C(=O)c1ccccc1-3	-16.0%
COc1ccc(NC(=O)Cn2c(=O)n(-c3ccccc3)c(=O)c3c4c(sc32)CCCC4)cc1	0.7%
CC(C)c1ccccc1NC(=O)C1C2C=CC(C2)C1C(=O)O (stereo not given)	10.9%
COc1ccc(S(=O)(=O)c2cnc3ccc(Cl)cc3c2N2CCCCC2C)cc1 (stereo not given)	18.7%
O=C(CCn1c(=S)[nH]c2ccccc2c1=O)NCCc1ccc(Cl)cc1	-6.5%
COc1ccc(NC(=O)CN(C)C(=O)Cc2n[nH]c(=O)c3ccccc23)cc1	-0.5%
Cc1ccc(C2NC(=O)c3n[nH]c(-c4cccs4)c32)cc1 (stereo not given)	5.9%
COc1ccc(CNC(=O)c2c(O)nc3cc(C)ccn3c2=O)cc1	2.6%
CC(=O)N1CCCc2cc(S(=O)(=O)N3CCCC(C(=O)N4CCN(c5cccc(Cl)c5)CC4)C3)ccc21 (stereo not given)	4.9%
CSCCC(NC(=O)c1ccccc1Cl)C(=O)N1CCCC(C)C1 (stereo not given)	-12.9%
CCCCN1C(=O)C(CC(=O)NC(c2ccccc2)c2ccccc2)CC(C(=O)N(CC)CC)=C1C (stereo not given)	3.3%
Cc1ccsc1C(=O)OCC(=O)NC1CCCCC1	5.8%
CSc1nc(Nc2cccc(C)c2)c(C#N)c(-c2ccccc2)n1	1.2%
O=C(NNC(=O)c1ccccc1Cl)c1ccco1	-22.1%
O=[N+]([O-])c1cc(-c2nc(-c3ccccc3)no2)ccc1NCc1ccco1	3.1%
COc1ccc([C@H]2C[C@@H](O)[C@H](n3cc(C4CC4)nn3)CN2Cc2cccs2)cc1	7.2%
